EWS-Fli inh: EWS/Fli transcriptional activity inhibition; A673 NR0B1-luciferase reporter, viability-normalised; inhibition, % at 12.6 µM; hit rate 0.67% among 350,000; AID 651661;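 active = mean inhibition of at least 50% after viability correction, with every replicate also passing that limit; inconclusive = mean reaches 50% but only one of two replicates passes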;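 also: firefly luciferase signal divided by Alamar Blue viability fluorescence both relative to DMSO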
PAX8 reporter: inhibitors of PAX8 transcriptional activity in RMG-I cells; RMG-I TPO-luciferase reporter, SteadyGlo, 24 h; inhibition, % at 12.6 µM; hit rate 1.2% among 360,000; AID 652154;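 active = mean replicate inhibition at least 60% with every replicate also reaching 60%; inconclusive = only one of the two criteria is met; inactive = mean below 60% and not all replicates reaching 60%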;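 also: luciferase light reporting Pax8 driven TPO promoter activity; plate controls were median of neutral control wells for no effect and mitoxantrone controls for full effect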
Casp6 inh: inhibitors of human caspase-6; P55212; purified caspase-6, Z-VEID-R110 cleavage fluorescence; inhibition, % at 12.5 µM; hit rate 0.53% among 350,000; AID 686996;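 active = mean inhibition across replicates at least about 35%, with every replicate also reaching that limit, limit read from the data; inconclusive = only one of the two criteria met; inactive = neither criterion met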;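 also: 0% = median of neutral control wells and 100% = no fluorescence left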
Target sequence (P55212 24-179 limits assumed): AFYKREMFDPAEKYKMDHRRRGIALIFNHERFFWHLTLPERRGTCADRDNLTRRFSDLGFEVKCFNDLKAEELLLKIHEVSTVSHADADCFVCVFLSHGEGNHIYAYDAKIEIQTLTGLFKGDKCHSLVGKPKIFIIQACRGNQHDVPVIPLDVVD
Target sequence (P55212 194-293 limits assumed): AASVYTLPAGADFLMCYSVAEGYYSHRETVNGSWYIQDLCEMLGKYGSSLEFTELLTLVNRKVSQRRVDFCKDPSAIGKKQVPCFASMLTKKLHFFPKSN
LGR2 antag: Drosophila LGR2 receptor signaling inhibition; AID 720647; HEK293 LGR2, CRE-luciferase, bursicon-stimulated, 4 h; inhibition, % at 9.99 µM; hit rate 0.35% among 380,000;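 active = drop in luminescence signal, shown as inhibition above about 50% in the replicate tests, limit read from the data, passing the limit was not always enough; inconclusive = probably only some replicates passing the limit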;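 also: agonist challenge used bursicon conditioned medium at about half maximal strength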
SIRT5 block: blocks human SIRT5 desuccinylation of peptide; Q9NXA8; inhibition, % at 15 µM; Purified SirT5, succinyl-peptide AMC, trypsin-coupled fluorescence; AID 652115; hit rate 1.1% among 330,000; in the data active = inhibition above about 15%; inconclusive = no clear call, values can overlap the other calls
Target sequence (Q9NXA8 whole entry, looked up): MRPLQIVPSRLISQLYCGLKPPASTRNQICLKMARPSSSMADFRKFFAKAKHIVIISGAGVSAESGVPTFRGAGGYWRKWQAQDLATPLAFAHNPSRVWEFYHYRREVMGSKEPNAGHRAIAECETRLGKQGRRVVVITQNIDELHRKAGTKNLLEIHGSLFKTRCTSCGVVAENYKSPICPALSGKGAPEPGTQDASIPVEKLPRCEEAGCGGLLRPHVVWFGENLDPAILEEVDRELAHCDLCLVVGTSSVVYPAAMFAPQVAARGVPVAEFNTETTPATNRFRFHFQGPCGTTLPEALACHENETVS
ARNT-TACC3 inh: disrupts binding between human ARNT and TACC3. AlphaScreen His-ARNT PAS-B/GST-TACC3 binding, luminescence; TACC3 fragment carries E629A point mutation. Q9Y6A5. hit rate 0.66% among 390,000. inhibition, % at 9.99 µM. AID 623870;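 active = mean inhibition of replicates at least 50% and at least half of replicates each reaching 50%; inconclusive = half or more replicates reach 50% but mean below 50%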;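 also: 0% = complete ARNT plus TACC3 wells and 100% = ARNT alone without TACC3; many hits fall short of the cut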
DENV2 CPE: protects cells from dengue virus 2 cytopathic effect; DENV2-infected cells, cytopathic effect rescue, plate reader; AID 651640; CPE inhibition, % at 9.99 µM; hit rate 1.7% among 350,000; in the data active = CPE inhibition above about 20%, passing the limit was not always enough; inconclusive = no clear call, values can overlap the other calls; tested in BHK-21 cells;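 also: 0% = median of neutral control wells and 100% = median of positive control wells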
Numbers without * were called inactive; ? = inconclusive; · = no result given.

SMILES	EWS-Fli inh	PAX8 reporter	Casp6 inh	LGR2 antag	SIRT5 block	ARNT-TACC3 inh	DENV2 CPE
Cc1cc2c(c(SCC#N)n1)C(=O)OC2	0	-23	-3	34	-3	-5	·
CC(=O)N1CCN(CC(=O)Nc2cc(S(=O)(=O)N3CCCCC3)ccc2C)CC1	-2	0	0	-9	-2	3	4
Cc1cc(/C=N/NS(=O)(=O)c2ccc(F)c(Cl)c2)no1	8	17	0	-16	1	20	-3
O=C1/C(=C/c2ccccn2)SC(=S)N1Nc1ncc(C(F)(F)F)cc1Cl	1	-10	-2	·	·	17	-6
CCOC(=O)c1[nH]nc(-c2cc(CC)c(O)cc2O)c1-c1cscn1	-1	·	5	30	-2	30	7
CC(C)C(NS(=O)(=O)c1cccc2nsnc12)C(=O)N1CCCCC1 (stereo unspecified)	5	-3	0	0	-1	-5	4
O=C(O)CNS(=O)(=O)/C=C/c1ccccc1	-5	9	-4	-1	-3	1	0
Cc1ccc(S(=O)(=O)Nc2ccc3c(c2)C(=O)N([C@@H](C)CO)C[C@@H](C)[C@H](CN(C)CC2CCCCC2)O3)cc1	1	1	-2	-12	1	1	13
CSc1ccc(S(=O)(=O)NCC(=O)OCC(=O)N(C)CC(=O)Nc2ccccc2Cl)cc1[N+](=O)[O-]	3	-1	3	-3	1	·	2
COC(=O)C[C@@H]1CC[C@@H](NC(=O)NC2CCCC2)[C@@H](CO)O1	4	-18	3	-15	-4	·	-16
Cc1ccc(C(=O)Nc2nnc(COc3ccccc3)s2)cc1	-9	1	-2	-10	0	-3	6
Nc1nc2c(ncn2[C@@H]2O[C@H](C(=O)N[C@H](Cc3ccccc3)C(=O)O)[C@@H](O)[C@H]2O)c(=O)[nH]1	-5	16	4	16	-3	·	2
Cc1ccccc1-n1c(SCC(=O)N2CCC(C(=O)O)CC2)nnc1-c1ccncc1	9	6	3	2	-2	-13	12
COc1ccc(NC(=O)N[C@H]2CC[C@H](CCn3cc(-c4ccccc4F)nn3)O[C@H]2CO)cc1	9	-5	0	-2	0	-11	1
CC1(C(=O)NS(=O)(=O)c2cccc(C#N)c2)CCN1C(=O)C1(c2ccc(Cl)cc2)CC1 (stereo unspecified)	5	5	1	-1	-1	·	19
COc1cccc(C(=O)O/N=C2\CCS(=O)(=O)c3sccc32)c1	7	-3	10	-13	-3	-35	?
CCC(C)NC(=S)Nc1ccccc1 (stereo unspecified)	0	-15	-3	6	1	-8	-1
Cc1onc(-c2c(F)cccc2Cl)c1C(=O)N(Cc1ccccc1)C(C)C	7	0	-1	18	3	5	-3
O=C(O)CC12CC3CC(C1)CC(n1ncc(N4CCC5(CC4)OCCO5)c(Cl)c1=O)(C3)C2	5	17	3	13	0	-9	-7
Cc1ccc(-c2nc3cc(C)c(Br)c(C)n3c2CC(C)(C)C)cc1	4	22	-2	-2	0	·	4
O=C(NC1=NCCS1)c1cc(Cl)ccc1Cl	-5	-6	-5	27	1	-5	-1
CCC(=O)N1CC(=O)N2[C@H](CO)[C@H](c3ccc(-c4ccc(C#N)cc4)cc3)[C@@H]2C1	-10	·	2	-24	5	·	-3
COc1ccc(CN(C)C[C@@H]2Oc3ccc(NS(=O)(=O)c4ccc(OC)cc4)cc3C(=O)N([C@H](C)CO)C[C@H]2C)cc1	3	·	·	-3	14	·	-2
O=C(NC[C@@H]1N[C@@H](CO)[C@H]1c1ccc(C2=CCCCC2)cc1)c1cccc(F)c1	59*	5	·	-4	3	22	-8
CC(C)c1ccc(CNc2cc(N3CCCC3)ccc2[N+](=O)[O-])cc1	11	·	-3	8	-2	-11	9
CC(=O)Nc1ccc2c(c1)Cc1c(F)cccc1-2	-103	-174	-1	·	3	1	-10
CC1CCCC(NC(=O)c2cccc(S(=O)(=O)N3CCCCC3)c2)C1C (stereo unspecified)	·	21	-2	5	-3	1	-4
COc1cc(CN2C(=O)C(C)ON=C2c2ncccc2C)cc(OC)c1 (stereo unspecified)	-8	-8	-1	9	·	·	-5
Cn1c(SCc2ccccc2)nnc1-c1ccncc1	2	·	2	-15	-3	3	8
CCCNC(=O)C1(C)CCN(C(=O)c2cc(C(C)(C)C)nn2C)C1 (stereo unspecified)	5	8	-1	-11	·	·	?

Arranged by value in DENV2 CPE (largest number first): 4 from the list above.
canonical_smiles	Casp6 inh	LGR2 antag	SIRT5 block	ARNT-TACC3 inh	DENV2 CPE
CC(C)c1ccc(CNc2cc(N3CCCC3)ccc2[N+](=O)[O-])cc1	-3	8	-2	-11	9
Cn1c(SCc2ccccc2)nnc1-c1ccncc1	2	-15	-3	3	8
CC1CCCC(NC(=O)c2cccc(S(=O)(=O)N3CCCCC3)c2)C1C (stereo unspecified)	-2	5	-3	1	-4
COc1cc(CN2C(=O)C(C)ON=C2c2ncccc2C)cc(OC)c1 (stereo unspecified)	-1	9	·	·	-5

3 records picked at random from those above:
SMILES	EWS-Fli inh	PAX8 reporter	Casp6 inh	LGR2 antag	SIRT5 block	ARNT-TACC3 inh	DENV2 CPE
O=C(NC1=NCCS1)c1cc(Cl)ccc1Cl	-5	-6	-5	27	1	-5	-1
Cc1ccc(S(=O)(=O)Nc2ccc3c(c2)C(=O)N([C@@H](C)CO)C[C@@H](C)[C@H](CN(C)CC2CCCCC2)O3)cc1	1	1	-2	-12	1	1	13
COc1cccc(C(=O)O/N=C2\CCS(=O)(=O)c3sccc32)c1	7	-3	10	-13	-3	-35	?

Remaining list, next part
SMILES	EWS-Fli inh	PAX8 reporter	Casp6 inh	LGR2 antag	SIRT5 block	ARNT-TACC3 inh	DENV2 CPE
COc1ccccc1CN1C(=NC(=O)C2CCCCC2)SC2CS(=O)(=O)CC21 (stereo unspecified)	·	5	0	18	-3	-6	1
COc1ccc(C=NN=C2c3ccccc3-c3ccccc32)cc1OC	-13	-23	0	-22	-2	10	5
COc1ccc(CN(C)C[C@H]2OCCCC[C@@H](C)Oc3ccc(NS(=O)(=O)c4ccc(F)cc4)cc3C(=O)N([C@@H](C)CO)C[C@H]2C)cc1	-14	-15	2	-1	0	-3	1
CCCCCC(=O)N1CC2(CC(c3cccc(NC(=O)CC(c4ccccc4)c4ccccc4)c3)=NO2)C[C@@H]1C(N)=O (stereo partly specified)	1	25	-1	21	·	-12	-9
O=S(=O)(NC(=NCc1ccccc1)c1ccccc1)c1ccc(Br)cc1	·	18	-4	11	-1	3	-2
CCCCNC(=O)C1CCN(C(=O)C2CCN(S(=O)(=O)c3ccc(C)cc3)CC2)CC1	-11	-2	0	-8	-3	-6	-1
Cc1occc1C(=O)NNC(=O)C1CCCCC1	·	-11	·	-2	·	2	·
CCC(=O)N(C)C[C@@H]1Oc2cc(C#CCC(C)C)ccc2S(=O)(=O)N([C@H](C)CO)C[C@H]1C	-7	·	0	17	4	-3	-5
Cn1cccc1C(=O)OCC(=O)Nc1sccc1C#N	-93	-221	2	-68	·	1	6
C[C@H](NC(=O)c1ccccc1F)C(=O)N1CCC2(CC1)NCCc1[nH]cnc12	-10	5	-4	-9	1	-2	?
Cc1cc(NC(=O)CN2C(=O)NC3(CCCCC3)C2=O)no1	0	-14	0	11	1	-11	4
N#Cc1ncc(C(F)(F)F)cc1Oc1cccnc1	1	2	2	-43	-1	-2	7
COc1ccc([C@@H]2CC=C(C(=O)O)[C@H](c3ccc(Cl)cc3)N2S(=O)(=O)c2ccc(Cl)cc2)cc1	4	6	2	5	2	-9	8
O=C(NCCc1csc(-c2cccnc2)n1)c1cccs1	-18	-22	-1	-6	-3	-1	?
O=C(Nc1c(-c2ccc(F)cc2)nc2ccccn12)c1ccc(F)cc1	0	5	-2	14	-3	-10	10
COc1ccc(NC(=O)N(C)C[C@H]2Oc3ncc(C#C[C@H](C)O)cc3C(=O)N([C@@H](C)CO)C[C@@H]2C)cc1	-20	·	3	6	-1	1	-8
COC(=O)c1ccccc1NC(=O)N1c2ccccc2CC1C (stereo unspecified)	·	-20	3	-3	-3	0	·
CCOc1ccc(N2CC(C(=O)NC3CCCCCC3)CC2=O)cc1 (stereo unspecified)	6	0	1	-6	-1	1	14
C[C@@H]1CCCCO[C@@H](CN(C)C(=O)NC2CCCCC2)[C@@H](C)CN([C@H](C)CO)C(=O)c2cc(NS(=O)(=O)c3ccc(Cl)cc3)ccc2O1	30	-20	1	-8	-3	-3	2
CCN1CCN(c2nc(Nc3ccc(NC(C)=O)cc3)nc(Nc3ccc(NC(C)=O)cc3)n2)CC1	2	5	3	1	-2	0	5
O=C(CSc1nnnn1CCCO)Nc1ccc2c(c1)OCO2	-1	6	0	4	-2	-3	1
CCc1nn(CCCC(=O)NCc2ccc(OC(C)C)cc2)c(=O)c2cc3occc3n12	27	14	1	-3	-2	7	0
CCc1ccc(NC(=O)CC2C(=O)N(c3ccc(C)cc3)C(=O)N2CCc2ccncc2)cc1 (stereo unspecified)	-5	-5	-2	-31	-5	-1	15
O=c1oc2cccnc2n1CCS(=O)(=O)c1ccc(F)cc1	2	1	-3	-1	-11	-6	-2
CCc1cccc(NC(=O)CCCn2c(=O)[nH]c3ccsc3c2=O)c1	6	-19	2	-2	-1	-1	-7
Cc1nc(-c2ccc(S(=O)(=O)Nc3cccc(S(N)(=O)=O)c3)s2)cs1	0	-3	0	-8	1	-6	4
NC(=O)c1c(NC(=O)c2ccccc2)sc2c1CCC2	-104	-97	28	·	0	5	6
O=C(CNCc1ccc(F)cc1)Nc1ccccc1-c1ccccc1	10	14	0	8	1	3	1
CSc1nc(N)c(C(=O)Nc2ccc([N+](=O)[O-])cc2)s1	-17	12	3	-16	-13	-9	3
C[C@@H]1CN([C@@H](C)CO)C(=O)c2cc(C#CC3CC3)cnc2O[C@@H]1CN(C)C(=O)c1ccc(F)cc1	-4	·	1	7	1	-2	-4
CCCC(=O)N1CCC1(C)C(=O)NS(=O)(=O)c1ccccc1Cl (stereo unspecified)	-19	-7	-4	-11	1	·	2
O=C(NCc1ccc(F)cc1)c1ccc(Br)o1	-3	-4	-2	-9	-2	-3	·
CC1=Nc2cc(C(=O)NCCCN3CCOCC3)ccc2Sc2c(C)ccc(C)c21	4	3	-7	-1	-6	14	-3
CO[C@@H]1CN(C)C(=O)c2cc(NC(=O)CN(C)C)ccc2OC[C@@H](C)N(Cc2ccccc2F)C[C@H]1C	2	·	·	16	1	29	-2
Clc1ccc(C2CC(c3ccco3)n3ncnc3N2)cc1Cl (stereo unspecified)	·	0	5	-11	-5	6	·
Cc1ccc(OCCn2cnc3sc(C(N)=O)c(C)c3c2=O)cc1	13	-5	1	3	-6	·	1
CCN(Cc1ccccc1)C(=O)CCS(=O)(=O)c1ccc2c(c1)n(C)c(=O)c(=O)n2C	0	3	15	-5	-1	0	2
Cn1c(N)c(C(=O)COC(=O)/C=C/c2ccc(F)cc2)c(=O)n(C)c1=O	-32	0	8	11	0	8	-10
Cc1ccc(N2CC(C(=O)NCCC3=CCCCC3)CC2=O)cc1 (stereo unspecified)	-5	2	3	8	-4	-2	?
O=C(CCCOc1ccccc1)N1CCN(S(=O)(=O)c2ccc(Cl)cc2)CC1	-4	-2	3	-19	-2	-21	0
COc1ccc(Sc2cccc(Cl)c2)c(C(=O)O)c1	-1	5	0	-5	·	·	0
CN1CCCCN2[C@@H](CO)[C@@H](c3ccc(-c4ccccc4)cc3)[C@@H]2C1	-12	-15	1	1	-2	1	?
CCS(=O)(=O)c1ccc(O)c(NC(=O)Nc2cccc3ccccc23)c1	2	3	1	·	0	-1	5
CN1CCN(C(=O)N(c2ccccc2)c2ccccc2)CC1	5	-6	-1	-4	-5	-4	?
C/C=C/c1cnc2c(c1)C(=O)N([C@H](C)CO)C[C@@H](C)[C@@H](CN(C)C(=O)NC1CCCCC1)O2	-8	-8	3	4	-6	5	0
CC1CCCC(NC(=O)NC(=O)COC(=O)c2ccc(O)cc2O)C1C (stereo unspecified)	4	25	16	17	10	6	-1
Cc1cc2c(c(=O)o1)C1(C)CC(C)(O2)c2c(cc(C)oc2=O)O1	-18	-33	-1	14	·	·	-8
COc1ccc(CCNC(=O)Nc2ccccc2[N+](=O)[O-])cc1	-89	-95	1	-90	-2	-7	·
COc1cc(OC)c(C(=O)OC(C)C(=O)Nc2cc(C(F)(F)F)ccc2Cl)cc1OC (stereo unspecified)	-1	10	0	21	-2	-5	-15

Assay outcomes: PubChem, Broad Institute
